Screens: PubChem BioAssay, National Center for Advancing Translational Sciences (NCATS)
D2 PAM – positive allosteric modulators of human D2 dopamine receptor; potentiation, % at 10 µM; P14416; 0.34% of 340,000 active; HEK293 T-REx D2, calcium flux, EC20 dopamine potentiation;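 active = potentiation over 3 SD above the plate norm, cut at about 30% in these data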; also: 0% is about no effect
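Primary screen. Calcium kinetics in induced HEK293 T-REx D2 cells: compound pre-addition 180 s, EC20 dopamine, 180 s more.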
D1 antagonist – blocks dopamine activation of the human D1 receptor | AID 504652 | HEK293 TREx D1 cells, calcium flux, dopamine EC80; active compounds read low | activity change, negative = inhibition, % at 10 µM | 3.2% of 360,000 active | P21728; in the data active = activity change below about -30%; also: % is scaled to controls: 0 for no effect and ±100 for the full control effect
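Inducible Hek293 Trex D1 cells (tetracycline, overnight, 30 C). Calcium dye 30–90 min RT. Antagonist mode: EC80 dopamine added after 180 s compound read.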
TRHR enhancer – TRH receptor (human) allosteric enhancement | 0.66% of 360,000 active | TRHR cells, fluo-8 calcium fluorescence, EC20 TRH enhancement | enhancement, % at 2 µM | P34981 | AID 493056; in the data active = enhancement above about 30%; also: 0% is about no effect
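Enhancer read-out: after compound pinning and an initial kinetic agonist-mode read, an EC20 of TRH (10 nM final) was injected and fluo-8 calcium signal (Ex 480/Em 530) followed at 1 s/cycle for 100 cycles in TRHR-expressing cells.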
RXFP1 antag – antagonists of human relaxin receptor RXFP1. activity change, negative = inhibition, % at 57.5 µM. HEK293-RXFP1, relaxin-stimulated cAMP HTRF, 30 min; active compounds read low. 0.59% of 350,000 active. Q9HBX9;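 active = activity change of -60% or lower, but not beyond a set lower limit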; also: % is scaled to controls: 0 for no effect and ±100 for the full control effect
Target sequence (Q9HBX9 whole entry, looked up): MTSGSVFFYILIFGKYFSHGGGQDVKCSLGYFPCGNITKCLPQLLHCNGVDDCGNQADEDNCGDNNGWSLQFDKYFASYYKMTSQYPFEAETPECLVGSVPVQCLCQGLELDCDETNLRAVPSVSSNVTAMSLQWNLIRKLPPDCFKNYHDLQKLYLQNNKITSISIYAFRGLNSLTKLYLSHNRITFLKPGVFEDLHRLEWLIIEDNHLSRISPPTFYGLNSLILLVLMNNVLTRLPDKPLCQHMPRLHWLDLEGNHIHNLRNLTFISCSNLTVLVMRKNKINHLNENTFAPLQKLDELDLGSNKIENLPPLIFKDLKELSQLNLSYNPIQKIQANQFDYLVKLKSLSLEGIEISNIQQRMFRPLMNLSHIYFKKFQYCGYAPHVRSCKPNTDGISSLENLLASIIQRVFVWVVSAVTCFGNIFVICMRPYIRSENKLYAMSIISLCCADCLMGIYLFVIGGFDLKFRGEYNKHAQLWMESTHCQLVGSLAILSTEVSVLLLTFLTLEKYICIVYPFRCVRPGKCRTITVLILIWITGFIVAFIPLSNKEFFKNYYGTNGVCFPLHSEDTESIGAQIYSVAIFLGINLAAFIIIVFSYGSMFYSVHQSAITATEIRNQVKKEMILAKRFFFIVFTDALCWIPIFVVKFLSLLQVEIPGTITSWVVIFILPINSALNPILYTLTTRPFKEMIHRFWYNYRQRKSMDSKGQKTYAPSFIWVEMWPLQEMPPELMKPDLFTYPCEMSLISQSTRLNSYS
TRHR ag – TRH receptor (human) agonism; P34981; TRHR cells, calcium flux fluo-8, FDSS agonist mode; activation, % at 2 µM; 0.18% of 360,000 active; AID 493084; also: 0% is about no effect
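Read-out: compound-evoked intracellular calcium rise in TRHR cells, fluo-8 dye, kinetic FDSS fluorescence at 1 s/cycle following a 10-cycle baseline. Cells cultured overnight before dye loading (30 min–1.5 h, RT).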
D1 PAM – enhances dopamine response at the human D1 receptor | P21728 | HEK293 TREx D1 cells, calcium flux, dopamine EC20 potentiation | potentiation, % at 10 µM | 0.036% of 360,000 active | AID 504651; in the data active = potentiation above about 30%; also: 0% is about no effect
D2 ag – D2 dopamine receptor (human) agonism; HEK293 T-REx D2 cells, calcium flux agonist mode; 0.53% of 340,000 active; activation, % at 2 µM; AID 485358; P14416;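 active = activation over 3 SD above normal in the single-dose calcium agonist read, cut at about 30% in these data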; also: 0% is about no effect
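Tetracycline-induced HEK293 Trex cells with D2 receptor force-coupled to calcium signaling, plated overnight at 30 C and loaded with no-wash calcium dye. Calcium flux read kinetically for 180 s after compound addition; responses flag agonists.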
D2 antag – antagonists of human D2 dopamine receptor. P14416. HEK293 TREx D2 cells, calcium flux, dopamine EC80. inhibition, % at 10 µM. 2% of 340,000 active. AID 485344; in the data active = inhibition above about 30%; also: 0% is about no effect
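Overnight-induced (tetracycline, 30 C) HEK293 T-REx cells carrying force-coupled D2 receive a no-wash calcium dye, then compound, then EC80 dopamine at 180 s; signals are read kinetically throughout.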
D1 ag – human D1 receptor agonism | AID 504660 | 1% of 360,000 active | HEK293 T-REx D1 cells, calcium flux, agonist mode | activation, % at 2 µM; also: 0% is about no effect
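Agonism was scored from calcium flux recorded over 180 s (1 read/s) after pintool compound addition, following a 10-cycle baseline. Cells were inducible force-coupled HEK293 TREx D1, plated overnight at 30 C and loaded with no-wash calcium dye.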
An asterisk follows results filed as active; . = not tested or not shown. Rule as the data show it, unless noted: active = activation above about 30%; inactive = the rest. Not a hit list. About 7.3% of those tested had a hit in this group.

Start of the listing, in advance, three compounds:
SMILES | D2 PAM | D1 antagonist | TRHR enhancer | RXFP1 antag | TRHR ag | D1 PAM | D2 ag | D2 antag | D1 ag
CCCOc1ccc(C2c3c(-c4ccccc4O)n[nH]c3C(=O)N2Cc2cccnc2)cc1 (configuration not stated) | 9 | 28 | 15 | -38 | -0.3 | 18 | 16 | . | 2
CCC(=O)Nc1ccccc1C(=O)OCC(=O)c1ccccc1 | -12 | -7 | 4 | -3 | -0.9 | -3 | -1.9 | 1 | 3
N#Cc1c(-c2ccc(F)cc2)noc1N | 0 | -2 | 11 | -14 | 0.4 | 1 | 0.8 | -4 | 1

The whole of this part (from the top)
SMILES | D2 PAM | D1 antagonist | TRHR enhancer | RXFP1 antag | TRHR ag | D1 PAM | D2 ag | D2 antag | D1 ag
CCCOc1ccc(C2c3c(-c4ccccc4O)n[nH]c3C(=O)N2Cc2cccnc2)cc1 (configuration not stated) | 9 | 28 | 15 | -38 | -0.3 | 18 | 16 | . | 2
CCC(=O)Nc1ccccc1C(=O)OCC(=O)c1ccccc1 | -12 | -7 | 4 | -3 | -0.9 | -3 | -1.9 | 1 | 3
N#Cc1c(-c2ccc(F)cc2)noc1N | 0 | -2 | 11 | -14 | 0.4 | 1 | 0.8 | -4 | 1
CCCCCC(=O)NC(NC(=S)NC1CCS(=O)(=O)C1)C(Cl)(Cl)Cl (configuration not stated) | 1 | 16 | 15 | -20 | -0.4 | 0 | 0.2 | 1 | 2
CCN(CC(=O)Nc1c(F)cccc1F)C(=O)/C=C/c1c(C)nn(-c2ccc(F)cc2)c1C | -1 | -1 | -4 | -9 | 0.6 | -5 | -0.8 | -21 | 0
Cc1cc(C)c(CN2CCCC(CNC(=O)c3ccc(F)cc3)C2)c(-n2cccn2)c1 (configuration not stated) | -3 | 2 | -8 | 2 | -0.1 | -2 | -0.7 | -1 | 0
CCOc1ccc(-c2cc(C(=O)N3CCN(c4cc(Cl)ccc4C)CC3)c3ccccc3n2)cc1 | -7 | -7 | 2 | -1 | 0.3 | 1 | -0.3 | . | -3
Cc1ccc(NC(=S)N(CCN2CCCCC2)Cc2ccco2)cc1C | -45 | -19 | 3 | 10 | 0.1 | -2 | 2.0 | 51* | 0
Cc1ccc(S(=O)(=O)N2CCN(C(=O)CCc3nc4ccccc4c(=O)[nH]3)CC2)c(C)c1 | 5 | -13 | 2 | 0 | 0.6 | -3 | -0.8 | -12 | 1
COc1ccc(Cl)cc1C(=O)NNC(=S)NC(=O)c1cc(-c2ccc(Cl)cc2)nc2ccccc12 | -1 | -9 | 1 | 11 | -0.8 | 4 | 6.2 | -17 | 10
Cc1cc(C)cc(-n2nnnc2SCC(=O)N2CCOCC2)c1 | -19 | 21 | 0 | -5 | -1.5 | -6 | 1.6 | -5 | 4
N#CCOc1coc(CN2CCN(c3ccccc3)CC2)cc1=O | 9 | -1 | -5 | -11 | 0.5 | 1 | 7.8 | -14 | 8
CC1CN(S(=O)(=O)c2cccc(C(=O)Nc3ccc4c(c3)CCC4)c2)CC(C)O1 (configuration not stated) | -2 | -15 | 0 | -15 | 0.0 | 2 | -0.2 | 5 | 1
CSc1ccccc1NC(=O)CN(c1cccc(C)c1)S(C)(=O)=O | 11 | -2 | -9 | -22 | -0.4 | -9 | -0.1 | -4 | 7
Cc1cccc(NC(=O)NNC(=O)c2sccc2-n2cccc2)c1 | 2 | -12 | -3 | -6 | -0.5 | 5 | -0.6 | 0 | 2
CCCCCCC1CCC(c2nc(-c3ccncc3)no2)CC1 (configuration not stated) | 13 | 2 | -1 | 3 | 0.2 | 1 | 0.6 | 8 | 1
CC(C(=O)N(C)C)N1c2cccc3cccc(c23)S1(=O)=O (configuration not stated) | 6 | -15 | -8 | 1 | 0.1 | -11 | -0.3 | 2 | 3
CCC(C)[C@H](NC(=O)C1CCN(C(=O)[C@H](Cc2ccccc2)NC(=O)OC(C)(C)C)CC1)C(=O)O (some centres not stated) | -2 | 0 | 3 | 6 | 0.9 | 2 | 1.5 | 28 | 2
COc1ccc(OCC(=O)Nc2ccc(NC(=O)c3ccccc3Cl)c(OC)c2)cc1 | 1 | 1 | 14 | 2 | -0.4 | -1 | 0.8 | 4 | 2
CCc1ccc(NC(=O)Nc2cc(C(=O)O)ccc2N2CC3CC(C2)c2cccc(=O)n2C3)cc1 (configuration not stated) | -4 | -3 | -4 | 3 | 0.3 | -1 | 0.3 | -5 | 4
Cc1ccc(-c2c[n+](CC(=O)c3ccc(Br)cc3)c3n2CCCCC3)cc1 | -19 | -5 | -5 | -5 | -2.1 | 2 | -0.6 | -17 | 5
O=C(Nc1ccc(N2CCCC2=O)cc1)c1cncc(Br)c1 | 17 | 31 | 7 | -2 | 0.3 | -6 | 0.8 | 1 | -1
O=C(NC1CCCCC1)c1ccccc1NC(=O)C1CC(=O)N(c2ccccc2)C1 (configuration not stated) | -5 | 1 | -3 | 9 | -0.4 | -6 | 0.8 | -14 | 3
Cc1nn(CC(=O)NC2(C#N)CCCCC2)c(C)c1[N+](=O)[O-] | -11 | 11 | 10 | -2 | 0.1 | 9 | -0.5 | -4 | 3
CC(=O)NC(Cc1c[nH]c2ccccc12)C(=O)NCCc1ccccc1 (configuration not stated) | -6 | -3 | -8 | 6 | 0.6 | -1 | -0.5 | 1 | -1
(continued)
SMILES | D2 PAM | D1 antagonist | TRHR enhancer | RXFP1 antag | TRHR ag | D1 PAM | D2 ag | D2 antag | D1 ag
CCCCCc1nnc(NC(=O)Cc2cccs2)s1 | -2 | 5 | 1 | 0 | -0.3 | 10 | -0.2 | 21 | 0
CNC(=O)NC(=O)COC(=O)CCCSc1nc2ccccc2s1 | 11 | 3 | 4 | -9 | 0.4 | -4 | -0.4 | -7 | 4
CC1(C)Cc2c(sc(NC(=O)c3ccc4c(c3)OCCO4)c2C(N)=O)C(C)(C)N1 | 3 | -1 | -7 | -5 | 0.5 | -4 | 0.3 | 4 | 2
CCN(CC)S(=O)(=O)c1ccc(C(=O)Nc2ccc3c(c2)OCO3)cc1 | -4 | 1 | 6 | -8 | 0.3 | -1 | 0.2 | 2 | -5
O=[N+]([O-])c1ccc(CS(=O)(=O)N2CCN(c3ccccc3)CC2)cc1 | 0 | -30* | -3 | -8 | 0.7 | . | -2.6 | 3 | 9
CC(Sc1nncs1)C(=O)Nc1ccc2c(c1)OCO2 (configuration not stated) | 1 | -6 | -1 | -11 | 0.1 | 6 | 4.1 | 4 | 6
O=C(CSc1cccc[n+]1[O-])Nc1ccc2c(c1)OCCO2 | 0 | 4 | 14 | 16 | 0.0 | 9 | -0.3 | -5 | 2
O=C(Nc1ccccc1OCc1cc(=O)n2ccccc2n1)c1ccccc1F | 9 | -9 | 0 | 4 | 0.4 | 1 | -0.4 | . | 0
CC1CCCN(c2ccc(/C=C(\C#N)c3nn(-c4ccccc4)c(N)c3C#N)cc2[N+](=O)[O-])C1 (configuration not stated) | -17 | 2 | 10 | -4 | 0.2 | -8 | 0.4 | 7 | 2
CN(C)C(CNC(=O)c1ccc(NS(=O)(=O)c2ccc(F)c(F)c2)cc1)c1ccccc1 (configuration not stated) | -13 | 14 | 1 | -3 | -0.2 | -3 | . | . | 1
Cc1cc(NC(=O)c2ccccc2)no1 | -1 | -7 | 4 | -6 | 1.1 | 5 | 1.3 | 13 | 1
COc1ccc(-n2c(COc3ccc(C)cc3)n[nH]c2=S)cc1 | . | 12 | -6 | -2 | 0.4 | 1 | . | . | 9
Cc1cc2nc(C)n(CCCNC(=O)Nc3ccccc3)c2cc1C | 6 | -11 | 1 | 3 | -0.5 | -3 | -1.0 | -1 | 0
COc1ccccc1NC(=O)Cn1cc(C(=O)C2CC2)c2ccccc21 | 2 | -17 | -3 | -14 | 0.3 | -2 | 0.3 | -2 | 2
COc1ccc(NC(=O)c2ccc(NCC3CCCO3)c([N+](=O)[O-])c2)cc1 (configuration not stated) | 11 | 6 | 10 | 9 | -0.2 | 1 | 0.6 | -2 | 2
CC(C)c1ccc(Nc2nc(Cl)nc(NCc3ccco3)n2)cc1 | 15 | 41 | -1 | -21 | -0.1 | -2 | 0.0 | -7 | 2
CCOc1cc(C(=O)N2CC(=O)Nc3ccc(C)cc3C2c2ccccc2)cc(OCC)c1OCC (configuration not stated) | 5 | 4 | 3 | -12 | 0.3 | 0 | 1.0 | . | 0
O=C(CNC(=O)c1ccc(Br)o1)NNC(=O)c1ccc(Br)cc1 | -5 | 5 | -13 | -9 | 0.4 | -2 | 0.3 | 25 | 1
CCN(CC)C(=O)CSc1ncnc2sc(C)c(C)c12 | 7 | -16 | -10 | 2 | -0.3 | -7 | 1.0 | 16 | 2
Cc1ccc(-c2csc(NC(=O)c3c(C)noc3C)n2)cc1C | 4 | -4 | 2 | -2 | -0.2 | -11 | 0.4 | 3 | 2
CCCc1nc(N2CCN(C)CC2)c2sc(=S)n(-c3ccccc3)c2n1 | 5 | 21 | -6 | -20 | 0.1 | -8 | 0.7 | -24 | -2
CCC(C)/C(C)=N/NC(=O)CSc1nc2ccccc2[nH]1 (configuration not stated) | 6 | -10 | -2 | -2 | 0.1 | 1 | 0.4 | -10 | 1

Whole records as entered above. Values in the order: D2 PAM | D1 antagonist | TRHR enhancer | RXFP1 antag | TRHR ag | D1 PAM | D2 ag | D2 antag | D1 ag
`Cc1cc(NC(=O)c2ccccc2)no1` across the screens: -1 | -7 | 4 | -6 | 1.1 | 5 | 1.3 | 13 | 1
`CC1CCCN(c2ccc(/C=C(\C#N)c3nn(-c4ccccc4)c(N)c3C#N)cc2[N+](=O)[O-])C1` (configuration not stated) across the screens: -17 | 2 | 10 | -4 | 0.2 | -8 | 0.4 | 7 | 2
`CC1(C)Cc2c(sc(NC(=O)c3ccc4c(c3)OCCO4)c2C(N)=O)C(C)(C)N1` across the screens: 3 | -1 | -7 | -5 | 0.5 | -4 | 0.3 | 4 | 2

Fetched by structure from above:
SMILES | D2 PAM | D1 antagonist | TRHR enhancer | RXFP1 antag | TRHR ag | D1 PAM | D2 ag | D2 antag | D1 ag
CSc1ccccc1NC(=O)CN(c1cccc(C)c1)S(C)(=O)=O | 11 | -2 | -9 | -22 | -0.4 | -9 | -0.1 | -4 | 7
CCCCCc1nnc(NC(=O)Cc2cccs2)s1 | -2 | 5 | 1 | 0 | -0.3 | 10 | -0.2 | 21 | 0
CC(C(=O)N(C)C)N1c2cccc3cccc(c23)S1(=O)=O (configuration not stated) | 6 | -15 | -8 | 1 | 0.1 | -11 | -0.3 | 2 | 3
